Assay outcomes as filed in PubChem BioAssay.
Vif-A3F inh: qHTS for Inhibitors of Vif-A3F Interactions: qHTS; actives 0.2% (n = 390,000); Potency, µM (top dose mostly 46.1 µM), for the others: at the top dose activity, negative = active; HeLa A3F-eYFP + Vif (tagged APOBEC3F with the HIV-1 protein that degrades it), YFP fluorescence increase; AID 602313, 2012; note: potency is the fitted concentration of half-maximal effect; % of control where 0% means no effect; nearly all actives have a fitted effect of over 65% in size
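Fluorescence increase (Ex 488/Em 500-530) after overnight compound treatment at 37 deg C flags inhibition of Vif-driven A3F-eYFP loss in stable HeLa A3F-eYFP/Vif cells seeded overnight beforehand.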
LDHA block: qHTS assay for inhibitors of human lactate dehydrogenase. activity change, % (values are at about 110 or 230 µM). AID 1347041, 2019. actives 0.15% (n = 480,000). purified LDHA, NADH/diaphorase-resazurin fluorescence; hits give low values. L-lactate dehydrogenase A chain (Homo sapiens), P00338; in the data active = activity change below about -30%; inconclusive = mostly about -25% to -30%;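 note: plate controls were DMSO wells for no effect and wells without enzyme for full effect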
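LDH5 2 nM; NADH 0.06 mM, pyruvate 0.2 mM; 200 mM Tris pH 7.4, EDTA, Tween-20; 5 min RT. Detection: diaphorase 0.133 mg/mL + resazurin 37 µM, fluorescence ex540/em590 at 0 and 20 min; normalized to enzyme-free and DMSO wells.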
Glioma ERSR ind: qHTS for Inducers of the Endoplasmic Reticulum Stress Response (ERSR) in Human Glioma: qHTS | U87-MG GRP78 promoter luciferase reporter, 16 h | AID 602332, 2012 | actives 0.02% (n = 420,000) | Potency, µM, without a hit: top-dose activation, hits mostly activators; note: potency is the fitted concentration of half-maximal effect; series mostly up to about 76 µM; % of control where 0% means no effect; nearly all actives have a fitted effect of over 35% in size
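ERSR induction read as luciferase luminescence (Bright-Glo, 10 min at room temperature) in stably transfected human U87-MG glioma cells exposed to compounds for 16 h, using GRP78 as sensor.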
Vif-APOBEC3G blk: qHTS for Inhibitors of Vif-A3G Interactions: qHTS; DNA dC->dU-editing enzyme APOBEC-3G (Homo sapiens), Q9HC16; HeLa A3G-eYFP + Vif (tagged APOBEC3G with the HIV-1 protein that degrades it), YFP fluorescence, overnight; Potency, µM (series often up to 46.1 µM), for the others: at the top dose activity, negative = active, usual class: inhibitors; actives 0.076% (n = 410,000);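 note: potency is the fitted concentration of half-maximal effect; % is set by controls: 0 for no effect and ±100 for the full control effect; nearly all actives have a fitted effect of over 60% in size; hits raise eYFP signal because A3G escapes Vif-driven loss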
Target sequence (Q9HC16 whole entry, looked up): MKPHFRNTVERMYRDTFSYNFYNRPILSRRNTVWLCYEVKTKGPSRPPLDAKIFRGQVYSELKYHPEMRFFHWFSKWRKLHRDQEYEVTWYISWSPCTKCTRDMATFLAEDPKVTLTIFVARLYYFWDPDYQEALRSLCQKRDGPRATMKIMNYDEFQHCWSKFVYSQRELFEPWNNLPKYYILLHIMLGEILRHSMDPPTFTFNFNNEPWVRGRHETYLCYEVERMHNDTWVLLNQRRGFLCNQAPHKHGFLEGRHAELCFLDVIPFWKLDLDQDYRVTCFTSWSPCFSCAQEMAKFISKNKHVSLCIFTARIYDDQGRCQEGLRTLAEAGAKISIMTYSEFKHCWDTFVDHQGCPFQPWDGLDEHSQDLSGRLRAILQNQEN
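Read-out is eYFP fluorescence (Ex 488/Em 500-530) from Vif-expressing HeLa A3G-eYFP cells; more signal means A3G escaped Vif-mediated degradation. Cells plated overnight, compound pinned in, incubated overnight at 37 deg C.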
ALOX12 inh: Primary qHTS assay for inhibitors of human arachidonate 12S-lipoxygenase (ALOX12): Round 2 | Polyunsaturated fatty acid lipoxygenase ALOX12 (Homo sapiens), P18054 | purified 12hLO, xylenol orange hydroperoxide absorbance | Potency, µM (top dose mostly 108 µM), for inactives: top-dose activity change, negative = inhibition, most hits filed as inhibitors | actives 1.1% (n = 580,000); note: potency is the fitted concentration of half-maximal effect; % is set by controls: 0 for no effect and ±100 for the full control effect
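Purified human 12hLO (150 nM final) in 25 mM Hepes, 0.01% Triton X-100, pH 7.0 was preincubated 15 min at room temperature with compound. Then 40 uM arachidonic acid was added, 30 min. Hydroperoxide was read by Fe-XO absorbance ratio 573/405 nm.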
RGS4 inh: Inhibitors of Regulator of G Protein Signaling (RGS) 4: qHTS | Regulator of G-protein signaling 4 (Homo sapiens), P49798 | Transcreener GDP fluorescence polarization, RGS4-accelerated GTP hydrolysis | Potency, µM (highest dose often 114 µM), for inactives: at the highest dose activity change, negative = inhibition, actives largely listed as inhibitors | actives 0.039% (n = 390,000); note: potency is the fitted concentration of half-maximal effect; % is set by controls: 0 for no effect and ±100 for the full control effect; nearly all actives have a fitted effect of over 75% in size; some results filed as inactive show a strong effect at the top dose
Target sequence (P49798 whole entry, looked up): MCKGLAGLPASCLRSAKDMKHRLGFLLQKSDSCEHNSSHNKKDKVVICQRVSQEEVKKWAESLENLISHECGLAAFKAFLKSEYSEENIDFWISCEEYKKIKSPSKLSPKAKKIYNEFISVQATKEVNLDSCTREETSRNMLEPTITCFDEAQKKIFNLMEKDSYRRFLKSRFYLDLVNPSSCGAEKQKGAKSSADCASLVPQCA
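MLSMR compounds (23 nl, pin-transferred) preincubated 10 min at room temperature with a 500nM (2x) first reagent, then RGS4 at 900nM (2x) plus Transcreener GDP mix added; fluorescence polarization (620/688 nm) read before and after 90 min at 30 °C.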
ERG-DNA inh: qHTS for Small Molecule Inhibitors of the ERG Ets/DNA interaction; actives 0.028% (n = 370,000); Transcriptional regulator ERG (Homo sapiens), P11308; Potency, µM (titrated, usually from 76.9 µM), for the others: top-dose FP activity, negative = inhibition, most hits filed as inhibitors; fluorescence polarization, His-ERG Ets domain / labelled DNA; active = well fitted inhibition curve with a large enough effect in the polarisation, with a control signal flat; inconclusive = small, poorly fitted or top-dose-only effect, or effect the other way, or a change in a side signal; inactive = no such curve, though single readings can be large or run the other way; the % refers to the polarisation;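 note: polarization taken with two DNA probes labelled with fluorescein and Texas red; potency is the fitted concentration of half-maximal effect; % of control where 0% means no effect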
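His-tagged ERG Ets domain (1 uM in the protein solution; 300mM KCl, 50mM Tris-HCl, 1mM EDTA, 1mM DTT, pH 7.5) received compound, then a probe mix of 5 nM fluorescein-DNA and 100nM Texas-615-DNA. Fluorescence polarization was read for both dyes.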
D2 antag: HTS Assay for Allosteric Antagonists of the Human D2 Dopamine Receptor: Primary Screen for Antagonists | inhibition, % at 10 µM | AID 485344, 2010 | actives 2% (n = 340,000) | D(2) dopamine receptor (Homo sapiens), P14416 | HEK293 TREx D2 cells, calcium flux, dopamine EC80; in the data active = inhibition above about 30%; note: 0% is about no effect
Target sequence (P14416 whole entry, looked up): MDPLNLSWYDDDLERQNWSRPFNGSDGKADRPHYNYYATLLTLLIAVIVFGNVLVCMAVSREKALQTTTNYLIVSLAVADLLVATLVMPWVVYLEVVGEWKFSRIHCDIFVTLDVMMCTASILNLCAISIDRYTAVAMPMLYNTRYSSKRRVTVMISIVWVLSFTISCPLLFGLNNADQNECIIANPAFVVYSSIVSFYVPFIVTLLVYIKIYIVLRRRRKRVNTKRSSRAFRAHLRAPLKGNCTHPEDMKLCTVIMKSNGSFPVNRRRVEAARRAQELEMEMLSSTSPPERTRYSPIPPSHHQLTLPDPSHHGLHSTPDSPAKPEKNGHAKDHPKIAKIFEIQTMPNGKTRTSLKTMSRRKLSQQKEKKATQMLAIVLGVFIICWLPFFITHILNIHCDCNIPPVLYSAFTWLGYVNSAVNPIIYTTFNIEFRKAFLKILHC
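Overnight-induced (tetracycline, 30 C) HEK293 T-REx cells carrying force-coupled D2 receive a no-wash calcium dye, then compound, then EC80 dopamine at 180 s; signals are read kinetically throughout.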
D2 agonist: HTS Assay for Allosteric Agonists of the Human D2 Dopamine Receptor: Primary Screen for Agonists; D(2) dopamine receptor (Homo sapiens), P14416; HEK293 T-REx D2 cells, calcium flux agonist mode; activation, % at 2 µM; actives 0.53% (n = 340,000);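 active = activation over 3 SD above normal in the single-dose calcium agonist read, cut at about 30% in these data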; note: 0% is about no effect
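HEK293 Trex D2 cells, tetracycline-induced, o/n 30 C 5% CO2; no-wash Ca dye, RT 30–90 min; 10-cycle baseline, 23 nl cpd added, kinetic Ca read 180 s; agonist hits = positive Ca response.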
The depositor's hits bear a star; ? = inconclusive; / = not tested or not shown; & = joins results of further samples; [ ] = dose if it differs, or a comment. Unless noted, calls come from the whole dose curve; as a rule, active = well fitted curve in the direction sought with a large enough effect; inconclusive = small, poorly fitted or top-dose-only effect, or another doubt; inactive = no such curve, though single readings can be large; an effect the other way counts as inactive or inconclusive. A portion of the library (hit frequency here may not be typical).

SMILES	Vif-A3F inh	LDHA block	Glioma ERSR ind	Vif-APOBEC3G blk	ALOX12 inh	RGS4 inh	ERG-DNA inh	D2 antag	D2 agonist
Cc1ccccc1-n1c(O)c(C=NCCN2CCOCC2)c(=O)[nH]c1=O	-5%	-3	-2%	-1%	3%	1%	-6%	/	/
O=C1NCN(c2ccccc2)C12CCN(C(c1cccs1)c1nnnn1-c1ccc3c(c1)OCCO3)CC2 (stereo not drawn)	/	-7	-1%	-6%	?	/	/	/	/
COc1cccc2c1O[C@H]1C(=O)CC[C@H]3CN(C)CCC231 (stereo partly drawn)	-9%	-3	-6%	1%	-1%	20%	/	/	/
Nc1nonc1OCCCCOc1nonc1N	-2%	-3	-4%	-1%	11%	27%	2%	-21	1.0
O=C(C1CCN(S(=O)(=O)N2CCOCC2)CC1)N1CCC2(CC1)OCCO2	-12%	0	-4%	-5%	1%	-5%	5%	2	-0.5
COC(=O)C12CCc3c(ccc4cc(OC)ccc34)C1=CC(=O)C2 (stereo not drawn)	8%	-4	-4%	1%	?	25%	2%	/	/
COc1cc(CN2CCNCC2)cc(OC)c1OC	10%	-3	0%	0%	6.3µM*	-3%	8%	-8	/
CC(C)(C)n1cc(C(=O)c2ccc3ccccc3c2O)cn1	-13%	9	-3%	2%	-5%	15%	7%	9	0.4
Cn1ncnc2c(=O)n(C)c(=O)nc1-2	1%	25	-12%	-29%	?	-41%	-13%	3	-1.6
CC1(C)C(c2ccccc2)=NC(c2cccnc2)=[N+]1[O-]	-4%	5	3%	0%	-14%	-12%	3%	-3	0.0
COc1ccc(/C=C2/C(=O)NC(=S)N(C3CC3)C2=O)cc1CN1C(=O)c2ccccc2C1=O	-11%	-36*	-4%	-12%	?	?	-6%	10	-0.8
COc1ccc(NC(=O)c2cn(CCC#N)nc2-c2cccc([N+](=O)[O-])c2)cc1	1%	-6	-2%	1%	13%	-12%	2%	4	-0.5
CNS(=O)(=O)c1ccc(N=Cc2c(O)n(-c3ccc(C)cc3)c(=O)[nH]c2=O)cc1	-13%	0	0%	-7%	-7%	1%	11%	-3	1.5
Cn1cc(C(O)CN2CCCCC2)c2ccccc21 (stereo not drawn)	-6%	-1	-1%	0%	12%	1%	3%	/	/
NNc1n[nH]c(=S)n1N	?	7	-3%	-2%	-71%	?	-3%	-2	-1.0
CCOP(=O)(OCC)c1cccc(OP(=O)(c2cccc([N+](=O)[O-])c2)c2cccc([N+](=O)[O-])c2)c1	-12%	-10	-10%	0%	?	16%	1%	-7	-0.7
CCN(CC)C(=O)c1ccc(NC(=O)CNC(C)c2cccc3ccccc23)cc1 (stereo not drawn)	0%	5	-5%	1%	?	-2%	-7%	-18	0.4
CC1=C(C(=O)OC(C)C)[C@]2(C(=O)N(CC(N)=O)c3ccccc32)C(C#N)=C(N)O1	2%	9	-2%	2%	21%	-27%	-1%	3	0.1
Cc1nc2cc(-c3ccccc3)nn2c(C)c1CCC(=O)N1CCC2(CC1)OCCO2	-1%	-4	-12%	1%	-1%	43%	-4%	3	-0.1
CC(=O)N1CN2CN(C1)CN(C(C)=O)C2	4%	-5	2%	2%	12%	3%	-4%	-9	2.0
C[C@]12CCC3C(CC[C@H]4C[C@@H](O)CC[C@]34C)C1C[C@@H](Br)[C@@H]2O (stereo partly drawn)	-26%	-8	-2%	3%	-29%	3%	20%	/	/
CCOc1ccccc1-n1c(O)c(C=Nc2ccc(N(CC)CC)cc2)c(=O)[nH]c1=O	?	8	-6%	?	163%[activator]	-19%	-1%	15	11
O=[N+]([O-])c1ccc(N2CC2)c([N+](=O)[O-])c1	1%	-8	-3%	-2%	-28%	-1%	4%	/	/
OC[C@H]1O[C@@H](n2cnc3cc(Cl)c(Cl)cc32)[C@H](O)[C@@H]1O	-11%	-4	-5%	-4%	9%	-9%	-15%	-4	-0.9
CC(=O)Nc1ccc(Cc2nc3ccccc3[nH]2)cc1	?	1	-4%	1%	-1%	-1%	-2%	10	-0.2
CC1CC2(C)C(CCC3C2CCC2(C)C(OP(=O)(N4CC4)N4CC4)CCC32)CC1=O (stereo not drawn)	11%	-7	-3%	-5%	-21%	-11%	-1%	/	/
O=C(c1ccccc1)N1C(=O)C(c2ccccc2)Oc2ccccc21 (stereo not drawn)	-11%	0	-5%	-20%	173%[activator]	-24%	?	3	-0.2
COc1cccc(N2C(=O)CC(=O)NC2=O)c1	-6%	-4	1%	-2%	-21%	-44%	2%	0	0.0
C=C1C(=O)O[C@@H]2C[C@@H](C)[C@H]3C=CC(=O)[C@]3(O)C[C@@H]12	?	-8	-10%	?	9%	?	-4%	16	-0.3
COc1ccc(C(=O)CC2(CC(=O)c3ccc(OC)cc3)C(=O)N(C)C(=O)N(C)C2=O)cc1	-2%	-7	-5%	1%	169%[activator][57.4 µM]	2%	-3%	-18	0.2

Further entries
SMILES	Vif-A3F inh	LDHA block	Glioma ERSR ind	Vif-APOBEC3G blk	ALOX12 inh	RGS4 inh	ERG-DNA inh	D2 antag	D2 agonist
O=C(Cc1c[nH]c2ccccc12)NNCc1ccc(N(CCCl)CCCl)cc1	-10%	1	2%	4%	-27%	-20%	-7%	/	/
CCOC(=O)C1=C(C)N(C)C2(C)CC1c1ccccc1O2 (stereo not drawn)	-7%	-2	-2%	-11%	5%	0%	0%	-3	-0.8
C=C(C)c1cccc(C(C)(C)NC(=O)NC2CN3CCC2CC3)c1 (stereo not drawn)	-3%	-9	0%	0%	3%	39%	-4%	7	1.3
C=CCN1C(=O)NC(=O)/C(=C/C=C/c2ccccc2)C1=O	-17%	-3	?	-8%	?	?	2%	11	0.0
O=Cc1cn(Cc2c(F)cccc2Cl)c2ccccc12	-6%	-1	3%	0%	-16%	-11%	-3%	3	0.1
Fc1ccc(CNCCc2ccccc2)cc1	-1%	?	-2%	0%	?	20%	-10%	6	0.0
C=CC(=O)OCCO	-6%	-3	-5%	4%	9%	5%	-11%	/	/
COc1ccc(-n2c(O)c(C=NCCN3CCN(C(C)=O)CC3)c(=O)[nH]c2=S)cc1	-10%	-3	-1%	-10%	-9%	-6%[56.9 µM]	12%	19	1.5
CCOP(=S)(OCC)Oc1cc(C)nc(C(C)C)n1	-6%	-7	-2%&-3%	-3%	?	-53%	-10%	/	/
COc1ccc(C2=NCC(=S)Nc3ccc(Cl)cc32)cc1Cl	-2%	-1	-6%	0%	-10%	-17%	4%	-7	0.4
C[n+]1ccc(-c2ccncc2)cc1	-4%	?	-4%	-2%	13µM*	-26%	-5%	10	0.0
ClCCN(CCCl)c1ccc(C2=NCCc3ccccc32)cc1	4%	-3	-1%	3%	?	-2%	12%	/	/
COP(=S)(OC)c1c(C)nn(CCC#N)c1NC(=O)c1ccc(Cl)cc1	9%	-2	-2%	0%	-21%	-20%	-6%	-16	7.1
CCCN1C2CCCC1CC(NC(C)=O)C2 (stereo not drawn)	/	2	-5%	-4%	0%	8%	-1%	16	1.1
O=C(NC(=O)N1CCC2(CC1)OCCO2)c1ccc(Cl)cc1	0%	-3	0%	0%	-6%	10%	-3%	-3	0.3
O=C(N/N=C/c1c(O)n(Cc2ccc(F)cc2)c(=S)[nH]c1=O)c1ccncc1	-8%	-5	-2%	-6%	4%	13%	9%	17	0.3
Oc1c(Cl)cccc1Cc1cc(Cl)cc(Cl)c1O	6%	-10	-7%	-10%	?	-11%	7%	/	/
C=CCOc1ccc(CC2C(=O)N(C)C(=O)N(C)C2=O)cc1	-2%	-7	0%	0%	30%	-19%[11.4 µM]	-3%	-7	-0.1

A few values from the results shown.
Vif-A3F inh, C=CCOc1ccc(CC2C(=O)N(C)C(=O)N(C)C2=O)cc1 = -2%
RGS4 inh, Oc1c(Cl)cccc1Cc1cc(Cl)cc(Cl)c1O = -11%
